MRP-1 activ: activators of MRP-1 | H69AR cells + doxorubicin, viability rescue, CellTiter-Glo | viability increase, % at 10 µM | 140,000 compounds, 0.61% hits | AID 799;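 active means viability gain under doxorubicin at or above a set limit, the compound median plus 3 SD, cut at about 4.7% in these data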;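 further: MRP-1 overexpressing cells given doxorubicin 25 µM after compound pretreatment; 18-22 h compound pretreatment then 72 h with doxorubicin before readout; 0% = doxorubicin-only wells and 100% = vehicle-treated cells without doxorubicin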
NPY-Y2 antag: blocks the human neuropeptide Y Y2 receptor. NPY-Y2 expressing cells, antagonist mode. inhibition, % at 2.7 µM. 140,000 compounds, 0.99% hits. P49146; in the data active means inhibition above about 17%;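 further: 0% = vehicle with agonist challenge and 100% = reference antagonist with challenge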
Target sequence (P49146 whole entry, looked up): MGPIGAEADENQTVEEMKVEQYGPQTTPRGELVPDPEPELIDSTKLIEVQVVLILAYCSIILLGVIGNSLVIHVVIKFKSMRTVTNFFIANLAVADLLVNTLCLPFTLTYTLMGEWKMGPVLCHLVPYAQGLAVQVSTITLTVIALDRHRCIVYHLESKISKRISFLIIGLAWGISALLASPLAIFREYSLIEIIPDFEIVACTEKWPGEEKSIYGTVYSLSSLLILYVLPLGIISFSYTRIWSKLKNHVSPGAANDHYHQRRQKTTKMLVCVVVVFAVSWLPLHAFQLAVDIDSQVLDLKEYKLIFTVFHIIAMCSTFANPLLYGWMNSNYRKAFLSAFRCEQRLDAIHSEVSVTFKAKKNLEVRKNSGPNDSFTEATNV
GALR2 antag: GALR2 (human) receptor antagonism. GALR2-expressing cells, antagonist mode. inhibition, % at 4 µM. AID 828. 140,000 compounds, 0.39% hits. O43603; in the data active means inhibition above about 27%;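 further: cells stimulated with galanin 1-16 at roughly its EC80; 0% = agonist challenge control and 100% = basal control without agonist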
Target sequence (O43603 whole entry, looked up): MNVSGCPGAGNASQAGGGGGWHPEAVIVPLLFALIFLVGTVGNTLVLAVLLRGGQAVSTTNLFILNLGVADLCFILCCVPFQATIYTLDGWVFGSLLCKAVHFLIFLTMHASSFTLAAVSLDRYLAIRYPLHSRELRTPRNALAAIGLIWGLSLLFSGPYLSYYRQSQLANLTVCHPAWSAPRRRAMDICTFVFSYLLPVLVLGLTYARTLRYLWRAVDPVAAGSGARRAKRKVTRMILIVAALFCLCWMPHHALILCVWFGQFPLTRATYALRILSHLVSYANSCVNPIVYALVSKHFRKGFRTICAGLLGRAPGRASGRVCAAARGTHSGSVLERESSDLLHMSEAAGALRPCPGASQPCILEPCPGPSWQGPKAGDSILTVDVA
HCT116 PTEN-null: suppresses growth of cells with PTEN deletion; HCT116 PTEN-null viability, CellTiter-Glo, 60 h; hits give low values; viability, % at 10 µM; 140,000 compounds, 1.2% hits; AID 827;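 active means viability at or below a set limit, 4 SD under the median of all tested compounds, cut at about 3.7% in these data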;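 further: PTEN knockout HCT116 line with beta catenin targeted HCT116 as companion control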
E-sel TNF inh: blocks E-selectin expression induced by TNF alpha; HUVEC TNFa-induced E-selectin immunofluorescence, high content; inhibition, % at 2 µM; 120,000 compounds, 0.71% hits;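 active means inhibition above the batch mean plus 3 SD, and confirmed as a hit on visual image review, cut at about 43% in these data; inconclusive means passes the inhibition cutoff but fails visual image review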;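 further: 0% = TNF-stimulated DMSO wells and 100% = unstimulated control wells; not every result past the cut was called active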
bCat KO growth: beta-catenin-lacking colon tumor cell growth suppression | 140,000 compounds, 1.5% hits | HCT116 beta-catenin knockout viability, CellTiter-Glo, 60 h; hits give low values | viability, % at 10 µM;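 active means viability at or under a set limit, the compound median less 4 SD, cut at about 6% in these data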;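 further: 0% = Hyamine 1622 control at 20 µM and 100% = untreated cell control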
Yeast growth inh: reduces growth of yeast BB579 in restrictive medium; S. cerevisiae BB579 growth, OD615, 48 h; inhibition, % at 10 µM; 140,000 compounds, 0.51% hits;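 active means inhibition above a set limit, 3 SD over the mean compound inhibition, cut at about 44% in these data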; further: inactives centre near -24
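Test system: Saccharomyces cerevisiae DeaD strain BB579, replicative lifespan model yeast | Buffer or medium: Restrictive CSMM-D medium | Doses: One dose, 10 µM compound with 0.25% DMSO | Incubation: 48 h exposure, 30 °C | Detection: Culture absorbance at 615 nm | Control set: Amphotericin B at 10 µg/mL as positive control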
Measles CPE: protection of cells from measles virus | protection (pct of control), % at 4 µM | 140,000 compounds, 1.5% hits | Measles virus-infected cells, CPE protection, absorbance; in the data active means protection mostly above about 24%, no sharp cut-off; inactive means mostly below about 26%; further: some compounds called inactive have numbers as strong as hits
Phagocyt inh: blocks phagocytosis by macrophages | J774A.1 macrophage IgG-bead phagocytosis, imaging | inhibition, % at 5 µM | AID 1029 | 110,000 compounds, 0.07% hits;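 active means inhibition above the mean of the plate negative controls plus 5 SD, cut at about 13% in these data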;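 further: phagocytic index as fraction of beads internalized from green versus red external bead signal; plate controls were DMSO negative control for no effect and cytochalasin-D positive control for full effect; some results beyond the cut were filed as inactive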
Yeast lifespan up: extends the lifespan of yeast; S. cerevisiae growth with nicotinamide, OD615; deaD strain in restrictive glucose medium; inhibition of the nicotinamide effect, % at 10 µM; 130,000 compounds, 0.68% hits; AID 775;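 active means inhibition above a set limit, placed 3 SD over the median of all compounds, cut at about 26% in these data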;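 further: 0% = nicotinamide-treated wells and 100% = cells grown without nicotinamide; some compounds called inactive have numbers as strong as hits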
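System: Modified budding yeast, DeaD strain | Buffer or medium: Restrictive glucose medium | Also added: 1.5 mM nicotinamide | Doses: 10 µM single point, 0.25% DMSO | Schedule: 48 h compound exposure at 30 °C, humidified | Detection: Absorbance at 615 nm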
Starred values were filed as active, the others as inactive; ? = inconclusive; · = not tested or not shown.

SMILES | MRP-1 activ | NPY-Y2 antag | GALR2 antag | HCT116 PTEN-null | E-sel TNF inh | bCat KO growth | Yeast growth inh | Measles CPE | Phagocyt inh | Yeast lifespan up
Cn1cccc1C1Nc2ccccc2NC2=C1C(=O)CC(C)(C)C2 (centres undefined) | -0.7 | 1 | 5 | 79 | 11 | 84 | -14 | 24 | -1 | -9
COCC(=O)n1nc(-c2ccccc2)nc1NCc1ccc(F)cc1 | 0.9 | 2 | 11 | 100 | · | 96 | -35 | 3 | 1 | -15
CCOC(=O)CSc1nc2c(c(=O)n(Cc3ccccc3Cl)c(=O)n2C)n1C | 1.3 | 2 | -12 | 107 | · | 112 | -16 | 10 | 0 | -13
Cc1cccc(N(C(=O)c2ccc(CN3CCOCC3)o2)C(C(=O)NC(C)(C)C)c2ccc(F)cc2)c1 (centres undefined) | 0.9 | 2 | 10 | 80 | 2 | 89 | -1 | 29 | · | ·
Cc1c(SCCO)c(=O)[nH]c2cc3c(cc12)OCO3 | -0.5 | 1 | -2 | 101 | · | 97 | -24 | 24 | -2 | -6
Cn1cc(C(=O)C(F)(F)F)c2ccccc21 | -0.5 | 1 | -17 | 94 | 0 | 82 | -36 | 53* | -1 | -22
O=C(Nc1ccc2c(c1)OCO2)C(c1ccccc1)N1CCC2(CC1)OCCO2 (centres undefined) | -3.1 | 1 | 4 | 98 | 4 | 104 | -35 | 8 | 0 | -17
CCOC(=O)c1c(NC(=S)Nc2ccc(OC)cc2)sc2c1CCC2 | -1.3 | -2 | 3 | 99 | · | 96 | -20 | 3 | -3 | -4
Cc1cc(C)cc(N(CC(=O)O)S(=O)(=O)c2c(C)noc2C)c1 | 0.2 | -2 | -1 | 55 | 16 | 59 | -17 | 5 | · | -3
Cc1ccc(CN2C3=NC(=O)CN3c3ccccc32)cc1 | -0.5 | 0 | 7 | 89 | -5 | 95 | -46 | 23 | -2 | -4
O=C(NCc1nc2ccccc2[nH]1)c1cc2ccccc2oc1=O | -0.2 | 3 | -1 | 102 | · | 102 | -32 | 86* | 0 | -10
C=CCn1c(SCCOc2ccc(OC)cc2)nnc1C(C)NC(=O)Cc1ccc(OC)cc1 (centres undefined) | 0.6 | 3 | 6 | 99 | 16 | 86 | -40 | 3 | 0 | -6
COC(=O)c1ccc(C)c(NC(=O)CN2C(=O)c3ccccc3S2(=O)=O)c1 | -0.1 | 3 | -2 | 98 | 13 | 92 | 13 | 5 | -1 | 0
Cc1cccc(N2CC(c3nc4ccccc4n3C)CC2=O)c1C (centres undefined) | -1.3 | 0 | -7 | 99 | -16 | 101 | -36 | 9 | · | 4
CC(=O)Nc1ccc(S(=O)(=O)n2cnc(C)c2)cc1 | -2.3 | 0 | 1 | 97 | 9 | 98 | -4 | 7 | 1 | -3

Whole records, looked up by structure. Order of screens: MRP-1 activ | NPY-Y2 antag | GALR2 antag | HCT116 PTEN-null | E-sel TNF inh | bCat KO growth | Yeast growth inh | Measles CPE | Phagocyt inh | Yeast lifespan up
Cc1cccc(N2CC(c3nc4ccccc4n3C)CC2=O)c1C (centres undefined) is listed as -1.3 | 0 | -7 | 99 | -16 | 101 | -36 | 9 | · | 4
CCOC(=O)c1c(NC(=S)Nc2ccc(OC)cc2)sc2c1CCC2 is listed as -1.3 | -2 | 3 | 99 | · | 96 | -20 | 3 | -3 | -4

The list goes on.
SMILES | MRP-1 activ | NPY-Y2 antag | GALR2 antag | HCT116 PTEN-null | E-sel TNF inh | bCat KO growth | Yeast growth inh | Measles CPE | Phagocyt inh | Yeast lifespan up
Cc1ccc(-c2cc(-c3ccccc3Cl)c(C#N)c(N)n2)o1 | -6.1 | 3 | 10 | 70 | -10 | 80 | -21 | 4 | 0 | -25
COc1cc(/C=C2\SC(=S)N(CC(=O)Nc3ccccn3)C2=O)cc(OC)c1OC | -2.9 | -2 | -1 | 40 | 2 | 36 | -38 | 8 | -6 | -4
CCOc1cc(-c2nnc(-c3ccco3)o2)cc(OCC)c1OCC | -2.3 | 4 | -9 | 87 | -3 | 80 | -43 | 4 | -1 | -23
CCN(CC)CCOc1cc2c(nn1)Oc1ccccc1N2C | 0.2 | -1 | -25 | 99 | · | 87 | -68 | 3 | -1 | 6
O=C1C(=C2CCCCC2)SC(=S)N1Cc1ccco1 | -3.9 | -1 | -7 | 62 | -10 | 64 | -21 | 36 | -1 | -4
Cc1ccc(-c2nc(CS(=O)CC(=O)NCCCN3CC(C)CC(C)C3)c(C)o2)cc1 (centres undefined) | -3.2 | 4 | -1 | 85 | · | 81 | -30 | 11 | -1 | 0
O=C(O)c1cccc(Nc2nc(-c3cccnc3)nc3ccccc23)c1 | -0.1 | 1 | 0 | 90 | · | 94 | -7 | 23 | 4 | -1
CC(=O)/C(=N/Nc1cccc(Cl)c1)Sc1nnc(C(O)c2ccccc2)n1-c1ccccc1 (centres undefined) | -1.2 | 6 | -14 | 92 | · | 89 | 4 | 1 | -10 | 1
CCOc1cc(-c2nn3cnnc3s2)cc(OCC)c1OCC | -2.3 | 1 | -10 | 95 | ? | 92 | -25 | 11 | 2 | -15
CCOC(=O)c1c(NC(=O)CSc2nnc(-c3ccco3)o2)sc(C(C)=O)c1C | -3.7 | 1 | -14 | 87 | -18 | 88 | -31 | 10 | 0 | -9
Cc1ccc2nc(N3CC(=O)Nc4ccccc43)nc(-c3ccccc3)c2c1 | -6.9 | 4 | 1 | 1.2* | -10 | 1.4* | -17 | 4 | -8 | 7
CCCCCN(C(=O)COC(=O)c1ccc(Br)o1)c1c(N)n(CCCC)c(=O)[nH]c1=O | -3.0 | 3 | 2 | 90 | -36 | 97 | -28 | 19 | 1 | -4
COc1ccc(N/C(C)=C/C(=S)Nc2ccccc2)cc1 | -4.5 | 1 | -14 | 84 | 7 | 88 | -2 | 8 | -5 | -4

Three entries already listed, arranged by molar mass, largest number first.
SMILES | MRP-1 activ | NPY-Y2 antag | GALR2 antag | HCT116 PTEN-null | E-sel TNF inh | bCat KO growth | Yeast growth inh | Measles CPE | Phagocyt inh | Yeast lifespan up
COc1cc(/C=C2\SC(=S)N(CC(=O)Nc3ccccn3)C2=O)cc(OC)c1OC | -2.9 | -2 | -1 | 40 | 2 | 36 | -38 | 8 | -6 | -4
CCN(CC)CCOc1cc2c(nn1)Oc1ccccc1N2C | 0.2 | -1 | -25 | 99 | · | 87 | -68 | 3 | -1 | 6
O=C1C(=C2CCCCC2)SC(=S)N1Cc1ccco1 | -3.9 | -1 | -7 | 62 | -10 | 64 | -21 | 36 | -1 | -4
